Compound activity as filed in PubChem.
TEAD-YAP block = TEAD-YAP interaction inhibition; HEK-TIYL cells, TEAD-Gal4/YAP UAS-luciferase luminescence; inhibition, % at 9.12 µM; actives 1.4% (n = 640,000); AID 1259422; in the data active = inhibition above about 32%;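 also: 0% = median of test compound wells and 100% = reference inhibitor wells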
GPR151 ag = activates the human receptor GPR151; activation, % at 11.2 µM; AID 1508602; PathHunter beta-arrestin GPR151 cells, luminescence; actives 1% (n = 650,000); in the data active = activation above about 4.9%;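 also: 0% = median of compound wells and 100% = cells with positive control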
FBW7 act = activators of human E3 ligase FBW7; AlphaScreen FBW7–phospho-cyclin E peptide binding, activator screen; normalized activity (activation), % at 26.1 µM; actives 0.13% (n = 650,000); Q969H0; in the data active = normalized activity above about 1.9%;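 also: purified mutant Fbw7 with reduced substrate affinity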
Target sequence (Q969H0 whole entry, looked up): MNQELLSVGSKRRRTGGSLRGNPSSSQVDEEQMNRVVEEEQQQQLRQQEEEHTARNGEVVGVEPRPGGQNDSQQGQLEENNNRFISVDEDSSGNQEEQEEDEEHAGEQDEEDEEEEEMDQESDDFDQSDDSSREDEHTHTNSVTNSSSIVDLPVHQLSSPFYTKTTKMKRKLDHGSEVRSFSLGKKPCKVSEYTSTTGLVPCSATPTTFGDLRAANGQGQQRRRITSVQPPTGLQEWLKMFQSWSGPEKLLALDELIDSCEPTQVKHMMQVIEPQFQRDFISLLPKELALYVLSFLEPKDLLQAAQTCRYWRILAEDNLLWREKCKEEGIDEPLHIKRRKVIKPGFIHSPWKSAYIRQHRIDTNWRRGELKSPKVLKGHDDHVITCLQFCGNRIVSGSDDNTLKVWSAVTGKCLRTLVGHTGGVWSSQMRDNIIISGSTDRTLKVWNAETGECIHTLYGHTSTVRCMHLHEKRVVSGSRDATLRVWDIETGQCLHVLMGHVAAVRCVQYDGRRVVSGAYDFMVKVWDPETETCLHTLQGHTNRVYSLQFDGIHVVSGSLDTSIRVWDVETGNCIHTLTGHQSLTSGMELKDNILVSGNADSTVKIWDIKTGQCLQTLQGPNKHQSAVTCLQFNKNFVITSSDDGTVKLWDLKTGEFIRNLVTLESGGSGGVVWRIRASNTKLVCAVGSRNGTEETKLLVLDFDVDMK
MITF inh = inhibitors of human MITF; inhibition, % at 2.6 µM; AlphaScreen MITF homodimerization, bead proximity signal; AID 1259374; O75030; actives 0.91% (n = 650,000); in the data active = inhibition above about 50%;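 also: 0% = vehicle wells with protein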
Numbers without * were called inactive.

entry	molecule	TEAD-YAP block	GPR151 ag	FBW7 act	MITF inh
1	CCOc1ccc(NC(=O)CSC(=NC#N)SCC(=O)Nc2ccc(OCC)cc2)cc1	-5	-0.9	-0.1	-10
2	Cc1ccc2c(c1)c1c3n2CC(O)CN=C3CCC1 (stereo unspecified)	-11	2.2	0.0	2
3	CCCCCCOc1ccc2c(c1)C(=O)c1cc(OCCCCCC)ccc1-2	8	0.3	0.0	2
4	O=C(CCCC(=O)OCC(Cl)=C(Cl)Cl)NCc1ccccc1	4	-1.2	0.0	2
5	Fc1cccc(Oc2ncnc3c2cnn3-c2cccc(Cl)c2)c1	-3	-1.4	-0.1	-8
6	C=CCOc1ccc(/C(O)=C2/C(=O)C(=O)N(CCCN(C)C)C2c2ccc(C)cc2)cc1C (stereo unspecified)	-4	0.5	0.0	-1
7	CN(CCCNC(=O)CN1C(=O)CC(C)(C)S(=O)(=O)c2ccccc21)C1CCCCC1	8	3.2	-0.2	10
8	CSc1sc(SC)c(COC(C)=O)c1COC(C)=O	7	-1.5	0.1	6
9	CCOc1cc(/C=C2\C(=O)NC(=O)N(c3ccc4c(c3)OCO4)C2=O)ccc1O	13	2.1	-0.2	1
10	COc1ccc(OC)c(C(=O)COC(=O)c2cc(C)ccc2C)c1	-8	0.2	0.0	2
11	C=CCn1c(SC)nnc1-c1cccc([N+](=O)[O-])c1	0	-1.0	-0.1	2
12	C=CCc1cc(/C=C2/NC(=O)NC2=O)cc(OC)c1OCc1ccccc1	2	-0.3	0.1	15
13	Cc1ccc(NC(=O)Cn2nnc(C(=O)O)c2C(=O)O)cc1Cl	0	-0.9	0.0	13
14	O=C(NCc1ccc(N2CCCC2=O)cc1)c1cn(CCc2ccccc2)nn1	11	-0.3	-0.2	10
15	CCOc1ccc2[nH]c(=O)c(C(c3nnnn3CCOC)N3CCN(CC)CC3)cc2c1 (stereo unspecified)	6	-0.2	-0.1	-1
16	O=C1N[C@@H](Cc2ccc(Cl)cc2)C(=O)N2C[C@@H](NCc3ccc(F)c(F)c3)C[C@@H]12	-3	-0.8	-0.1	-7
17	Cc1cc(I)ccc1S(=O)(=O)NCc1cccnc1	-6	2.5	-0.2	5
18	CCCNC(=O)c1csc(Oc2ccccc2)n1	19	2.5	0.1	5
19	O=C(CSc1nc2c(sc(=S)n2-c2ccccc2)c(=O)n1Cc1ccco1)NC1CCCCC1	6	-0.4	0.2	4
20	Fc1ccccc1-c1nnc2n1-c1ccccc1SC2	5	1.6	0.2	11
21	CCOC(=O)c1sc(C)c2c(=O)[nH]nnc12	2	-0.2	0.4	1
22	COc1ccc(C(=O)OCc2c(F)cccc2Cl)cc1S(=O)(=O)N1CCOCC1	7	-0.4	0.1	12
23	O=c1c2ccccc2nc(Cc2ccccc2)n1-c1cccc2ccccc12	8	-0.1	1.2	18
24	CC(=O)Nc1ncc(S(=O)(=O)c2ccc([N+](=O)[O-])cc2)s1	17	-0.6	0.7	14
25	COCCNC(=O)C/C(C)=N/NC(=O)c1ccc(O)cc1O	11	-0.2	0.2	8

Laid out differently: results already given.
25	COCCNC(=O)C/C(C)=N/NC(=O)c1ccc(O)cc1O
2	Cc1ccc2c(c1)c1c3n2CC(O)CN=C3CCC1 (stereo unspecified)
22	COc1ccc(C(=O)OCc2c(F)cccc2Cl)cc1S(=O)(=O)N1CCOCC1
Compound,25,2,22
TEAD-YAP block,11,-11,7
GPR151 ag,-0.2,2.2,-0.4
FBW7 act,0.2,0.0,0.1
MITF inh,8,2,12

(further entries)
entry	molecule	TEAD-YAP block	GPR151 ag	FBW7 act	MITF inh
26	O=C(CCCN1C(=O)c2cccc3cccc(c23)C1=O)N1CCN(c2ccccc2O)CC1	10	-0.5	0.3	8
27	Cc1ccc2c(c1)c(=O)c1ccccc1n2CC(=O)N1CCCC1	2	0.1	0.0	9
28	O=Cc1ccc(-c2ccc(Nc3cccnc3)nc2)cc1	-3	-0.5	0.1	8
29	COc1ccccc1Cn1ccn(CC(=O)Nc2ccccc2)c(=O)c1=O	5	1.8	-0.3	-3
30	CC1CCCCN1C(=O)CSc1nnc2n(CC(=O)N3CCCC3)c3ccccc3n12 (stereo unspecified)	5	-0.5	0.2	4
31	CCCc1ccc(OCC(=O)Nc2sc3c(c2C(=O)OCC)CCCC3)cc1	5	0.2	0.3	1
32	CC1=NN(c2ccc([N+](=O)[O-])cc2)C(=O)C1Cc1ccccc1 (stereo unspecified)	4	1.4	-0.1	-1
33	CCN(CC)c1ccc(C(=O)OCc2c(C)noc2C)cc1	-8	-1.1	0.1	7
34	CCc1ccc(NCCC(=O)c2ccc(C)o2)cc1	-12	-0.3	0.1	9
35	Cc1noc(C(=O)NC(C)c2ccccc2)c1Cl (stereo unspecified)	4	-0.4	-0.1	16
36	COc1ccccc1NC(=O)C(=O)NCc1ccc(Cl)cc1	1	-1.8	0.4	14
37	O=C(Nc1c(C(=O)Nc2ccccc2F)oc2cccnc12)c1cc(Cl)ccc1Cl	-18	-1.0	-0.1	37
38	O=C(c1ccco1)N1CCN(C(=O)C(c2ccccc2)N2Cc3ccccc3C2=O)CC1 (stereo unspecified)	3	0.4	-0.1	1
39	Cn1nnnc1SCC(=O)c1c(N)n(C)c(=O)n(C)c1=O	8	-0.2	0.1	6
40	COc1ccc(NC2=NCCC2)cc1	11	1.0	0.1	8
41	COC(=O)c1ccc(NC2c3ncccc3C(=O)N2Cc2cccs2)cc1 (stereo unspecified)	-2	0.3	0.2	-2
42	CC(C)(C)n1cc(NC(=O)C2CC(c3ccccc3N)=NO2)cn1 (stereo unspecified)	-9	1.7	-0.2	4
43	CCOc1ccccc1-n1c(COc2ccc(C)cc2)nnc1SCC(N)=O	-10	-1.2	1.4	8
44	CCCn1c(=S)[nH]c2cc(C(=O)N3CCN(c4ccccn4)CC3)ccc2c1=O	-2	-0.5	0.0	4
45	CCCCNCc1cc(OCC)c(OCC(N)=O)cc1Br	8	-0.6	0.3	14
46	CCOc1ccc(/C=C/C(=O)N(C)Cc2ccccc2)cc1OC	-1	1.0	-0.6	-8
47	COc1cccc(CNC(=O)CCC2CCCN(Cc3ccc4c(c3)CCO4)C2)c1 (stereo unspecified)	7	4.3	0.0	0
48	CN(C)c1ccccc1-c1cnc2c(NCc3cccnc3)nccn12	7	-0.9	-0.1	4
49	CC1CN(CCC(=O)N2CC3CCC2C3)Cc2cc(Cl)ccc2O1 (stereo unspecified)	0	2.7	-0.1	17
50	CCCS(=O)(=O)N1CCCC(C(=O)NC)C1 (stereo unspecified)	1	-0.7	0.0	16

Reprinted at random: 7 compounds from above.
entry	molecule	TEAD-YAP block	GPR151 ag	FBW7 act	MITF inh
40	COc1ccc(NC2=NCCC2)cc1	11	1.0	0.1	8
39	Cn1nnnc1SCC(=O)c1c(N)n(C)c(=O)n(C)c1=O	8	-0.2	0.1	6
33	CCN(CC)c1ccc(C(=O)OCc2c(C)noc2C)cc1	-8	-1.1	0.1	7
32	CC1=NN(c2ccc([N+](=O)[O-])cc2)C(=O)C1Cc1ccccc1 (stereo unspecified)	4	1.4	-0.1	-1
36	COc1ccccc1NC(=O)C(=O)NCc1ccc(Cl)cc1	1	-1.8	0.4	14
44	CCCn1c(=S)[nH]c2cc(C(=O)N3CCN(c4ccccn4)CC3)ccc2c1=O	-2	-0.5	0.0	4
26	O=C(CCCN1C(=O)c2cccc3cccc(c23)C1=O)N1CCN(c2ccccc2O)CC1	10	-0.5	0.3	8

Next part
entry	molecule	TEAD-YAP block	GPR151 ag	FBW7 act	MITF inh
51	O=C(CSc1nc(-c2ccccc2Cl)ns1)N1CCN(c2ccccc2)CC1	-6	-1.2	-0.1	2
52	COc1ccc(C(=O)c2cnc(/N=C/N(C)C)s2)cc1	-30	0.1	-0.1	2
53	O=C(NCc1ccccc1)Nc1c2ccccc2nc(=O)n1Cc1ccc(F)cc1	-8	-2.4	0.1	15
54	CC(=O)N1CCC(Nc2ccc3[nH]c(C(C)(C)C)cc3c2)CC1	-8	-0.4	0.1	10
55	COc1ccc(C2N=C(SC)NC(C)=C2C(=O)Nc2ccccc2)cc1 (stereo unspecified)	-7	-0.2	1.2	21
56	CC(C)(C)c1nc2ccccc2c2nnc(SCC(=O)N3CCCC3)n12	12	0.4	0.0	4
57	COC(=O)c1ccc(NC(=O)NS(=O)(=O)c2ccc(C)cc2)cc1	1	0.8	0.0	-9
58	Cc1cccc(OCC(=O)Nc2ccc3c(c2)N(C(=O)C(C)C)CCC3)c1	12	2.4	0.0	11
59	CN(C)S(=O)(=O)c1cccc(C(=O)N2C(=O)c3cccc(N)c3C2=O)c1	8	2.4	-0.1	-10
60	CCCC(=O)Nc1ccc(I)cc1C	0	0.0	-0.1	-12
61	C/C(=N\Nc1ccccn1)c1ccc(-n2ccnc2)cc1	-15	2.8	-0.2	16
62	COc1ccc(N2CCN(CC(=O)N(C)C)CC2)cc1	0	-0.6	1.1	11
63	CCOC(=O)C1=C(C)NC(=O)NC1c1ccc(OCCO)c(OC)c1 (stereo unspecified)	-6	1.3	-0.1	-9
64	Cc1cc(/C=C(/C#N)c2ccc([N+](=O)[O-])cc2)c(C)n1-c1ccc(S(N)(=O)=O)cc1	1	0.4	-0.2	-3
65	CCOC(=O)c1c(NC(=O)COc2cccc(C)c2)sc(C)c1C	1	1.5	-0.1	-329
66	Cc1ccc(CNS(=O)(=O)c2ccc(F)c(C(=O)Nc3cc(C)cc(C)c3)c2)cc1	4	0.8	0.8	17
67	CC(O)CNC(=O)CCc1nnc(Cc2ccc(-c3ccccc3)cc2)o1 (stereo unspecified)	-8	1.2	0.2	7
68	CCOC(=O)c1nccn1CC(=O)Nc1ccc(C)cc1C	3	0.1	0.1	3
69	Cc1cc(C)c2c(c1)=C(c1[nH]c(=S)[nH]c1O)C(=O)N=2	2	0.5	0.2	7
70	COc1ccc(-c2cc(C(F)(F)F)n3nc(C(=O)Nc4ccc(C)c(C)c4)cc3n2)cc1	13	1.2	0.0	0
71	O=C(Cn1cc2c(n1)CCCC2)NCCCc1ccccc1	4	-1.1	0.2	17
72	CC(=O)c1ccc(NC(=O)C2C3C=CC(O3)C2C(=O)O)cc1 (stereo unspecified)	2	-0.8	0.0	10
73	C#CCOc1ccc(-c2nc3cnccn3c2NCc2ccco2)cc1OC	-18	4.3	0.0	10
74	O=C(O)CC1(CC(=O)Nc2ccccc2)CCCC1	10	-0.7	0.7	17
75	CC(=O)Nc1ccc2c(c1)CCN2C(=O)C1CCCO1 (stereo unspecified)	-3	-1.6	0.2	0

(cont.)
entry	molecule	TEAD-YAP block	GPR151 ag	FBW7 act	MITF inh
76	CCC(CC)C(=O)Nc1sc(C)c(C)c1C(=O)OC	-8	-0.9	-0.1	-4
77	O=C(C1=COCCO1)N(Cc1ccccc1)c1nc2c(F)cc(F)cc2s1	-8	0.6	0.0	6
78	c1ccc(-c2nnnn2CCOCCn2nnnc2-c2ccccc2)cc1	2	-0.9	-0.1	-6
79	CCOc1ccc(CNCC2(c3ccccc3)CCCC2)cc1OC	7	0.5	0.0	4
80	COc1ccc(N2CCN(Cc3ccc(OC)c(OC)c3)CC2)cc1	1	-0.3	0.0	42
81	COc1ccc(-c2cc(C(F)(F)F)n3nc(C(=O)Nc4ccccc4Cl)cc3n2)cc1OC	1	-0.9	0.1	30
82	COC(=O)c1ccc(C(=O)Nc2ccc(N3CCCN(C(=O)C4CC4)CC3)cc2)cc1	-7	0.5	-0.8	9
83	CCOC(=O)c1c(NC(=O)CSc2nnc(CNC(=O)c3ccccc3OC)n2C2CCCCC2)sc2c1CCC2	-27	-0.7	0.1	4
84	O=C(Nc1ccc2[nH]ncc2c1)c1cc(OC2CCCN(Cc3ccccc3)C2)ccn1 (stereo unspecified)	2	-0.9	1.0	7
85	CCOC(=O)/C(=C/Nc1ccc(OC)cc1)[N+](=O)[O-]	-5	2.3	-0.2	5
86	COc1cccc(CN2CCN(Cc3cc(OC)c(OC)cc3[N+](=O)[O-])CC2)c1	7	-0.4	-0.1	76*
87	Clc1ccc(Nc2nc3nonc3n3cnnc23)cc1	-2	-0.2	0.1	12
88	CS(=O)(=O)N1CCN(Cc2cccc([N+](=O)[O-])c2)CC1	4	-1.3	0.2	72*
89	CCOC(=O)CSc1ccc(S(=O)(=O)N2CCCC2)cc1[N+](=O)[O-]	4	-0.8	-0.1	18
90	O=C(NCC1CCN(c2ccc(S(=O)(=O)N3CCOCC3)cc2)CC1)c1ccco1	-2	0.6	-0.1	-5
91	COc1cccc(-c2nnc(NC(=O)c3ccccc3Br)o2)c1	-17	1.2	0.0	3
